Screening results: PubChem, Broad Institute
DENV2 CPE – inhibitors of DENV2 cytopathic effect, primary screen, cell-based, plate reader, single concentration | DENV2-infected cells, cytopathic effect rescue | CPE inhibition, % at 9.99 µM | 350,000 tested, 1.7% active; in the data active = CPE inhibition above about 20%, passing the limit was not always enough; inconclusive = no clear call, values can overlap the other calls; tested in BHK-21 cells;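 note: 0% = median of neutral control wells and 100% = median of positive control wells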
ERAP1 inh – human ERAP1 aminopeptidase inhibitors, primary screen, biochemical, single point, plate reader | Endoplasmic reticulum aminopeptidase 1 (Homo sapiens), Q9NZ08 | recombinant ERAP1, Leu-AMC fluorescence, 60 min | inhibition, % at 10.7 µM | 340,000 tested, 0.15% active;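 active = mean replicate inhibition of at least 30%, or all replicates individually reaching that 30% level; inactive = mean below 30% and not every replicate reaching it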;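 note: 0% = neutral control wells and 100% = L-leucinethiol positive control wells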
CASP6 VEID inh – human caspase-6 inhibitors, primary screen, biochemical, VEID-R110 fluorescence, single point, set 2; P55212; purified caspase-6, Z-VEID-R110 cleavage fluorescence; inhibition, % at 12.5 µM; 350,000 tested, 0.53% active; AID 686996, 2013;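 active = mean inhibition across replicates at least about 35%, with every replicate also reaching that limit, limit read from the data; inconclusive = only one of the two criteria met; inactive = neither criterion met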;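 note: 0% = median of neutral control wells and 100% = no fluorescence left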
Target sequence (P55212 24-179 limits assumed): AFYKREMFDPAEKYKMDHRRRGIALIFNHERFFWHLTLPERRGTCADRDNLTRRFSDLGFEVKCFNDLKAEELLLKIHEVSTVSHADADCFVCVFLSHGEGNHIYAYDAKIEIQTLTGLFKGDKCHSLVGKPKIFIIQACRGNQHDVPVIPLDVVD
Target sequence (P55212 194-293 limits assumed): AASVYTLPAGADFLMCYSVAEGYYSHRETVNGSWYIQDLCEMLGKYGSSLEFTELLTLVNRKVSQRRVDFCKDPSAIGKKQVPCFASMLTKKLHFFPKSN
SIRT5 inh – SIRT5 desuccinylase inhibitors, primary screen, biochemical, fluorescence imaging, single point, set 5 | AID 652115, 2013 | 330,000 tested, 1.1% active | inhibition, % at 15 µM | Purified SirT5, succinyl-peptide AMC, trypsin-coupled fluorescence | NAD-dependent protein deacylase sirtuin-5, mitochondrial (Homo sapiens), Q9NXA8; in the data active = inhibition above about 15%; inconclusive = no clear call, values can overlap the other calls
Target sequence (Q9NXA8 whole entry, looked up): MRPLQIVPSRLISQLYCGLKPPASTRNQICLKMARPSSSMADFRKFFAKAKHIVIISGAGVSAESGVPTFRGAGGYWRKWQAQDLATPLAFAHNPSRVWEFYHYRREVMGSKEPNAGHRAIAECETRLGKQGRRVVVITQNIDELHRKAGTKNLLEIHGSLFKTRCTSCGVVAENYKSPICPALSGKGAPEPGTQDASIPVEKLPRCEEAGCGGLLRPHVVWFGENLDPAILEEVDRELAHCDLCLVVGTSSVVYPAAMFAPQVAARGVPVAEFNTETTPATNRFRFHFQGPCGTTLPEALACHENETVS
ERp5 inh – inhibitors of ERp5-driven insulin aggregation, primary screen, biochemical, turbidity, absorbance 650 nm, single point | 90 min | inhibition, % at 9.99 µM | 350,000 tested, 0.05% active;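 active = mean replicate inhibition above about 25%, with every replicate also reaching it, limit read from the data, passing the limit was not always enough; inconclusive = only one of those two criteria met; inactive = neither criterion met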
Target sequence (Q15084 whole entry, looked up): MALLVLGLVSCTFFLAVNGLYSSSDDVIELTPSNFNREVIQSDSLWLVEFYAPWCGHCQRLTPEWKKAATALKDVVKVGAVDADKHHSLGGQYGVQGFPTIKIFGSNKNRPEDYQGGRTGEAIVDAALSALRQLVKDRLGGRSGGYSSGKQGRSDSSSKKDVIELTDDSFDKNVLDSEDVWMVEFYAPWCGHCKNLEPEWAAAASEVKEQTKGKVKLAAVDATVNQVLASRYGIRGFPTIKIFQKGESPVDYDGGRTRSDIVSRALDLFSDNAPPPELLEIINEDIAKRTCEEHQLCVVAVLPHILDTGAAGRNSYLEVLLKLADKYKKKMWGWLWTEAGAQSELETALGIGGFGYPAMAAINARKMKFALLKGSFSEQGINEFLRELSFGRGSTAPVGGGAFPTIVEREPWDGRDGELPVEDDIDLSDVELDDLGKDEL
miR-122 sensor – miR-122 Renilla sensor signal increase in Huh7, primary screen, miR-122 inhibitor project, cell-based, single point, plate reader; Huh7 miR-122 Renilla luciferase sensor, 48 h; neutral wells = 0, positive control = 100; 340,000 tested, 0.3% active; activation (reporter increase), % at 12.5 µM;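 active = mean replicate activation score at least 90 and every replicate individually at or above 90; inconclusive = only one of the two criteria met; inactive = neither criterion met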;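 note: higher luciferase means less miR-122 activity so hits act as miR-122 inhibitors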
F508del corr – F508del CFTR correction, initial screen, CFBE line, single point. CFBE cells, YFP halide quenching; stimulated with forskolin plus potentiator P3; % fluorescence drop versus neutral controls. activity (quench increase), % at 7.58 µM. 350,000 tested, 0.36% active. AID 720511, 2013;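 active = mean added fluorescence quench of at least 8% versus neutral control, with both replicates also reaching 8%; inconclusive = only one of the mean or replicate conditions met; inactive = mean below 8% and not both replicates reaching 8%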;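 note: cells transiently co-express mutant CFTR-F508del with the halide-sensitive YFP; corrector assay measuring rescue of mutant channel to the surface after 24 h compound exposure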
* marks the source's active call; other numbers are inactive results; [ ] = dose if it differs, or a comment.

`O=C(C[C@H]1C[C@@H]2c3cc(NC(=O)NC4CCCCC4)ccc3O[C@@H]2[C@@H](CO)O1)NC1CCCC1` gave DENV2 CPE -9, ERAP1 inh -1, CASP6 VEID inh 5, SIRT5 inh 4, ERp5 inh 7 and F508del corr -0.2.
Screening O=C(O)CCNc1cc(N2CCN(C(=O)c3ccco3)CC2)c2noc3c2c1C(=O)c1ccccc1-3 returned DENV2 CPE 3, ERAP1 inh 19, CASP6 VEID inh 26, SIRT5 inh 2, ERp5 inh -2, miR-122 sensor -5 and F508del corr 2.4.
CC1=CC2C(C(O)CC3(C)C2CC(C)C32OCOC23COCO3)C2(C)C/C(=C\O)C(=O)C=C12 (configuration not stated) was read as DENV2 CPE -2, ERAP1 inh 4, CASP6 VEID inh 5, SIRT5 inh 1, ERp5 inh 0 and F508del corr 0.2.
For COc1ccc(/C=C2/C(=O)ON=C2C)cc1Br the results were DENV2 CPE 7, ERAP1 inh 4, CASP6 VEID inh 5, SIRT5 inh -6, ERp5 inh -1, miR-122 sensor 8 and F508del corr 1.5.
For CCn1c(=O)c(C(=O)NNC(=O)c2cccc(Cl)c2)c(O)c2ccccc21 the results were DENV2 CPE -5, ERAP1 inh 1, CASP6 VEID inh 0, SIRT5 inh -1, ERp5 inh 1, miR-122 sensor 0 and F508del corr -2.9.
`CCc1cc(C)cc(OCCOc2ccccc2/C=N/NC(C)=O)c1` gave DENV2 CPE 12, ERAP1 inh 1, CASP6 VEID inh 1, SIRT5 inh -3, ERp5 inh 1, miR-122 sensor -2 and F508del corr -5.3.
Screening Cc1ccc(C(=O)C(=O)c2ccc(C)c(N)c2)cc1N returned DENV2 CPE -2, ERAP1 inh 2, CASP6 VEID inh 0, SIRT5 inh -2, ERp5 inh 5, miR-122 sensor 21 and F508del corr 0.2.
Screening CC(NC(=O)c1ccc(C(F)(F)F)cc1)C(c1ccccc1)N1CCOCC1 (configuration not stated) returned DENV2 CPE -4, ERAP1 inh 1, CASP6 VEID inh 2, SIRT5 inh -5, ERp5 inh -4 and miR-122 sensor 5.
Screening O=C(CCCN1C(=O)/C(=C/c2cccs2)SC1=S)Nc1cc([N+](=O)[O-])ccc1O returned DENV2 CPE -1, ERAP1 inh -2, CASP6 VEID inh -5, SIRT5 inh 0, ERp5 inh 0, miR-122 sensor -5 and F508del corr -1.9.
COC(=O)C1CCN(CC(=O)N(C)c2c(N)n(Cc3ccccc3)c(=O)[nH]c2=O)CC1 was read as DENV2 CPE -2, ERAP1 inh 8, CASP6 VEID inh -3, SIRT5 inh -3, ERp5 inh 2, miR-122 sensor 4 and F508del corr -1.1.
Cc1cccc(-c2ncc(CN3CCN(CCC(C)C)C(CCO)C3)cn2)c1 (configuration not stated) was read as DENV2 CPE -1, ERAP1 inh -3, CASP6 VEID inh -2, SIRT5 inh -3, ERp5 inh 5, miR-122 sensor 5 and F508del corr 3.3.
For C[C@@H]1CN([C@H](C)CO)C(=O)c2cc(NC(=O)Cc3ccccc3)ccc2O[C@H]1CN(C)C(=O)Nc1cccc2ccccc12 the results were DENV2 CPE -2, ERAP1 inh 0, CASP6 VEID inh 3, SIRT5 inh 1, ERp5 inh -1, miR-122 sensor -4[16.7 µM] and F508del corr 1.0.
COc1cccc(OC)c1C(=O)Nc1nnc(-c2cccs2)s1 was read as DENV2 CPE -7, ERAP1 inh 0, CASP6 VEID inh 0, SIRT5 inh -1, ERp5 inh 5, miR-122 sensor 3 and F508del corr 0.5.
For CCN(CC(=O)NCc1cccs1)CC(=O)Nc1c(Cl)ccc(C)c1Cl the results were DENV2 CPE -1, ERAP1 inh 1, CASP6 VEID inh 3, SIRT5 inh -1, ERp5 inh 2, miR-122 sensor 5 and F508del corr 1.9.
Screening COC(=O)CCc1c[nH]c2ccc([N+](=O)[O-])cc12 returned DENV2 CPE -4, ERAP1 inh 5, CASP6 VEID inh 3, SIRT5 inh 1, ERp5 inh 0 and F508del corr 0.8.
For C=CCn1c(CCC(O)CCCCC)n[nH]c1=S (configuration not stated) the results were DENV2 CPE -4, ERAP1 inh 20, CASP6 VEID inh -2, SIRT5 inh -3 and ERp5 inh 3.
`C[C@H](CO)N1C[C@H](C)[C@H](CN(C)C(=O)Nc2ccc(F)cc2)Oc2ccc(NC(=O)Nc3cccc4ccccc34)cc2C1=O` gave DENV2 CPE 0, ERAP1 inh 0, CASP6 VEID inh 1, SIRT5 inh 9, ERp5 inh 8, miR-122 sensor -7[16.7 µM] and F508del corr -0.8.
Screening C=C1C[C@@H]2C[C@@H]2CN(S(=O)(=O)c2ccc(C)cc2)[C@@H]1c1ccco1 returned DENV2 CPE -11, CASP6 VEID inh -1, ERp5 inh 0 and F508del corr -2.9.
Screening COc1ccc(CCNC(=O)CSc2nc3sc(C(=O)O)c(C)c3c(=O)[nH]2)cc1OC returned DENV2 CPE 0, ERAP1 inh 3, CASP6 VEID inh -7, SIRT5 inh 11, ERp5 inh 7 and F508del corr 2.0.
Screening CCOC(=O)C1CCN(S(=O)(=O)c2ccc3[nH]c(=O)ccc3c2)CC1 returned DENV2 CPE -7, ERAP1 inh 6, CASP6 VEID inh -2, SIRT5 inh 0, ERp5 inh 0, miR-122 sensor -7 and F508del corr -2.5.
CC1(C)Cc2cccc(OCC(=O)NCCOc3ccccc3)c2O1 was read as DENV2 CPE -4, ERAP1 inh 0, CASP6 VEID inh 1, SIRT5 inh 2, ERp5 inh inconclusive, miR-122 sensor -1 and F508del corr -3.8.
Screening O=C(Nc1cc(S(=O)(=O)N2CCCCCC2)ccc1OCC(F)(F)F)C1CCC1 returned DENV2 CPE 0, ERAP1 inh -2, CASP6 VEID inh -3, SIRT5 inh -2, ERp5 inh 6, miR-122 sensor -1 and F508del corr -0.6.
`O=C(N[C@H]1CC[C@H](CC(=O)N2CCCCC2)O[C@H]1CO)c1ccc2c(c1)OCO2` gave DENV2 CPE 17, ERAP1 inh -3, CASP6 VEID inh 0, SIRT5 inh 2, ERp5 inh 2 and F508del corr 0.5.
O=C(CCCN1C(=O)/C(=C/c2ccccc2Cl)SC1=S)NNC(=O)c1ccncc1 was read as DENV2 CPE 8, ERAP1 inh 5, CASP6 VEID inh -2, SIRT5 inh 0, ERp5 inh -7 and F508del corr -1.1.
Screening CCCCc1ccc(S(=O)(=O)NC(=O)C2(C)CCN2C(=O)c2cccc(F)c2)cc1 (configuration not stated) returned DENV2 CPE 13, ERAP1 inh -4, CASP6 VEID inh 2, SIRT5 inh 0, ERp5 inh 5, miR-122 sensor 1 and F508del corr 2.5.
NC(=O)C1CCN(c2oc(-c3ccccc3)nc2S(=O)(=O)c2ccc(Br)cc2)CC1 was read as DENV2 CPE 13, ERAP1 inh -4, CASP6 VEID inh -2, SIRT5 inh -2, ERp5 inh 4, miR-122 sensor 5 and F508del corr 4.0.
`C=CCn1c(-c2cc(OC)c(OC)c(OC)c2)n[nH]c1=S` gave DENV2 CPE 4, ERAP1 inh 11, CASP6 VEID inh 0, SIRT5 inh 0, ERp5 inh -12, miR-122 sensor -8 and F508del corr 2.8.
CC1(C(=O)Nc2ccc3c(c2)OCCO3)CC1(Cl)Cl (configuration not stated) was read as DENV2 CPE 1, ERAP1 inh 2, CASP6 VEID inh 4, SIRT5 inh -1, ERp5 inh -5, miR-122 sensor -2 and F508del corr 0.6.
For COc1ccc(CNCc2cc(OC)ccc2OC)cc1 the results were DENV2 CPE 4, ERAP1 inh -2, CASP6 VEID inh -1, SIRT5 inh 4, ERp5 inh 1, miR-122 sensor -5 and F508del corr 0.4.
For Cc1ccc(S(=O)(=O)N/N=C/c2ccc(C#N)cc2)cc1 the results were DENV2 CPE -3, ERAP1 inh -3, CASP6 VEID inh 6, SIRT5 inh 1, ERp5 inh 1 and F508del corr -1.0.

Structures listed so far with a CF3 group:
Screening CC(NC(=O)c1ccc(C(F)(F)F)cc1)C(c1ccccc1)N1CCOCC1 (configuration not stated) returned DENV2 CPE -4, ERAP1 inh 1, CASP6 VEID inh 2, SIRT5 inh -5, ERp5 inh -4 and miR-122 sensor 5.
Screening O=C(Nc1cc(S(=O)(=O)N2CCCCCC2)ccc1OCC(F)(F)F)C1CCC1 returned DENV2 CPE 0, ERAP1 inh -2, CASP6 VEID inh -3, SIRT5 inh -2, ERp5 inh 6, miR-122 sensor -1 and F508del corr -0.6.

In the list so far, these contain bromine.
For COc1ccc(/C=C2/C(=O)ON=C2C)cc1Br the results were DENV2 CPE 7, ERAP1 inh 4, CASP6 VEID inh 5, SIRT5 inh -6, ERp5 inh -1, miR-122 sensor 8 and F508del corr 1.5.
NC(=O)C1CCN(c2oc(-c3ccccc3)nc2S(=O)(=O)c2ccc(Br)cc2)CC1 was read as DENV2 CPE 13, ERAP1 inh -4, CASP6 VEID inh -2, SIRT5 inh -2, ERp5 inh 4, miR-122 sensor 5 and F508del corr 4.0.

Next part:
CCC(=O)NC[C@@H]1[C@@H](c2ccc(-c3ccccc3)cc2)[C@H](CO)N1C(=O)C1CC1 was read as DENV2 CPE -13, ERAP1 inh -3, CASP6 VEID inh 0, SIRT5 inh 0, ERp5 inh -7, miR-122 sensor -12[16.7 µM] and F508del corr 0.1.
`COc1cc(Nc2cc(C)n(-c3ccc(Cl)c(OC)c3)c(=O)c2)ccc1Cl` gave DENV2 CPE -3, ERAP1 inh 0, CASP6 VEID inh 4, ERp5 inh 3 and F508del corr 0.3.
O=[N+]([O-])c1ccc(NCc2ccc3c(c2)OCO3)cc1 was read as DENV2 CPE -1, ERAP1 inh 2, CASP6 VEID inh 6, SIRT5 inh -2, ERp5 inh -2 and F508del corr -4.6.
Screening CCN(C(=O)c1cc2c(=O)n3ccccc3nc2n1C)C1CCCCC1 returned DENV2 CPE -2, ERAP1 inh 20, CASP6 VEID inh 4, SIRT5 inh -53, ERp5 inh -10 and F508del corr 5.6.
For CCOc1ccc(CCNC(=O)COC(=O)CNC(=O)c2ccc(Br)o2)cc1OCC the results were DENV2 CPE -7, ERAP1 inh 3, CASP6 VEID inh -1, SIRT5 inh -2, ERp5 inh 0 and F508del corr 0.4.
For COC(=O)C1=C(C(=O)OC)[C@@H]2N(Cc3ccccc3)c3ccccc3[C@@]23C[C@@H](CO)N(C(=O)NC2CCCC2)C3=N1 the results were DENV2 CPE -1, ERAP1 inh 4, CASP6 VEID inh 1, SIRT5 inh -7, ERp5 inh 2, miR-122 sensor 1 and F508del corr 0.0.
For CC(=O)N(C)C[C@@H]1Oc2cc(-c3cccnc3)ccc2S(=O)(=O)N([C@@H](C)CO)C[C@H]1C the results were DENV2 CPE -6, ERAP1 inh -3, CASP6 VEID inh 0, SIRT5 inh -1, ERp5 inh 2 and miR-122 sensor 1[16.7 µM].
CCCCC(=NCCc1c(C)[nH]c2ccccc12)C1=C(O)CC(c2ccccc2)CC1=O (configuration not stated) was read as DENV2 CPE 18, ERAP1 inh 10, CASP6 VEID inh -6, SIRT5 inh -3, ERp5 inh 0, miR-122 sensor 12 and F508del corr 8.6*.
COCCNc1nc(-c2ccc(OC)cc2)c(-c2ccc(OC)cc2)s1 was read as DENV2 CPE 0, ERAP1 inh 3, CASP6 VEID inh 92*, SIRT5 inh -2, ERp5 inh -1 and F508del corr 0.7.
For C[C@H](CO)N1C[C@H](C)[C@H](CN(C)C(=O)Nc2ccnc(N3CCOCC3)c2)OCc2cn(nn2)CCCC1=O the results were DENV2 CPE 9, ERAP1 inh -1, CASP6 VEID inh -2, SIRT5 inh -5, ERp5 inh 6, miR-122 sensor -5[16.7 µM] and F508del corr 1.8.
CCC(CC)c1nnc(NC(=O)C2=COCCO2)s1 was read as DENV2 CPE -1, ERAP1 inh 1, CASP6 VEID inh 2, SIRT5 inh -6, ERp5 inh -8 and F508del corr 0.7.
